High-throughput results deposited in PubChem by several laboratories.
VIM-2 inh – VIM-2 metallo-beta-lactamase inhibitors, primary screen, biochemical, epi-absorbance readout, Pseudomonas aeruginosa enzyme; purified VIM-2, nitrocefin hydrolysis, epi-absorbance fluorescence; inhibition, % at 5.6 µM; hit rate 0.89% among 290,000; AID 1527, 2009;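 active = inhibition above the mean of all tested compounds plus 3 SD, cutoff set per screening run, cut at about 7.5% in these data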;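 also: red hydrolysis product quenches plate fluorescence so inhibitors raise well fluorescence; 0% = enzyme with DMSO and 100% = DMSO without enzyme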
PHOSPHO1 inh – PubChem AID 1565; Phosphoethanolamine/phosphocholine phosphatase (Homo sapiens), Q8TCT1; recombinant PHOSPHO1, absorbance phosphatase assay; inhibition, % at 13.3 µM; hit rate 1.1% among 290,000; in the data active = inhibition above about 60%
GPR7 antag – GPR7 receptor antagonists, primary screen, cell-based, fluorescence, single concentration; Neuropeptides B/W receptor type 1 (Homo sapiens), P48145; GPR7-expressing cells, fluorescence antagonist assay; inhibition, % at 4.4 µM; hit rate 1.1% among 290,000; AID 1861, 2009; in the data active = inhibition above about 16%, passing the limit was not always enough;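 also: cells stimulated with the agonist NPW; 0% = agonist with vehicle and 100% = vehicle without agonist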
IMP-1 inhibitor – IMP-1 metallo-beta-lactamase inhibitors, primary screen, biochemical, epi-absorbance readout, Pseudomonas aeruginosa enzyme. metallo-beta-lactamase IMP-1 (Pseudomonas aeruginosa). purified IMP-1, nitrocefin hydrolysis, epi-absorbance fluorescence. inhibition, % at 5.6 µM. hit rate 0.45% among 290,000;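 active = inhibition above the mean plus 3 SD of all compounds in the same screening run, cut at about 4.5% in these data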;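 also: 0% = IMP-1 with DMSO and 100% = DMSO wells lacking enzyme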
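System: Purified recombinant IMP-1 metallo-beta-lactamase enzyme | Measured by: Fluorescence quenching readout, ex 480/em 530 nm | Replication: Singlicate | Incubation: 15 min preincubation plus 25 min reaction at 25 °C | Evaluation: Percent inhibition from optical density relative to buffer-blank wells | Benchmarks: DMSO with and without IMP-1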
pCIP destab – p/CIP-EGFP fusion destabilizers, primary screen, fluorescence, F442A cells | hit rate 0.01% among 290,000 | 16 h | decrease of EGFP signal, % at 10 µM;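 active = EGFP signal decrease of at least 30% at 10 µM or well 3 SD below plate mean, unless failing retest; inactive = the rest, including hits failing retest or dose response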; also: some compounds called inactive have numbers as strong as hits; many of its hits are not listed in these tables
Target sequence (Q05BA5 1-1403): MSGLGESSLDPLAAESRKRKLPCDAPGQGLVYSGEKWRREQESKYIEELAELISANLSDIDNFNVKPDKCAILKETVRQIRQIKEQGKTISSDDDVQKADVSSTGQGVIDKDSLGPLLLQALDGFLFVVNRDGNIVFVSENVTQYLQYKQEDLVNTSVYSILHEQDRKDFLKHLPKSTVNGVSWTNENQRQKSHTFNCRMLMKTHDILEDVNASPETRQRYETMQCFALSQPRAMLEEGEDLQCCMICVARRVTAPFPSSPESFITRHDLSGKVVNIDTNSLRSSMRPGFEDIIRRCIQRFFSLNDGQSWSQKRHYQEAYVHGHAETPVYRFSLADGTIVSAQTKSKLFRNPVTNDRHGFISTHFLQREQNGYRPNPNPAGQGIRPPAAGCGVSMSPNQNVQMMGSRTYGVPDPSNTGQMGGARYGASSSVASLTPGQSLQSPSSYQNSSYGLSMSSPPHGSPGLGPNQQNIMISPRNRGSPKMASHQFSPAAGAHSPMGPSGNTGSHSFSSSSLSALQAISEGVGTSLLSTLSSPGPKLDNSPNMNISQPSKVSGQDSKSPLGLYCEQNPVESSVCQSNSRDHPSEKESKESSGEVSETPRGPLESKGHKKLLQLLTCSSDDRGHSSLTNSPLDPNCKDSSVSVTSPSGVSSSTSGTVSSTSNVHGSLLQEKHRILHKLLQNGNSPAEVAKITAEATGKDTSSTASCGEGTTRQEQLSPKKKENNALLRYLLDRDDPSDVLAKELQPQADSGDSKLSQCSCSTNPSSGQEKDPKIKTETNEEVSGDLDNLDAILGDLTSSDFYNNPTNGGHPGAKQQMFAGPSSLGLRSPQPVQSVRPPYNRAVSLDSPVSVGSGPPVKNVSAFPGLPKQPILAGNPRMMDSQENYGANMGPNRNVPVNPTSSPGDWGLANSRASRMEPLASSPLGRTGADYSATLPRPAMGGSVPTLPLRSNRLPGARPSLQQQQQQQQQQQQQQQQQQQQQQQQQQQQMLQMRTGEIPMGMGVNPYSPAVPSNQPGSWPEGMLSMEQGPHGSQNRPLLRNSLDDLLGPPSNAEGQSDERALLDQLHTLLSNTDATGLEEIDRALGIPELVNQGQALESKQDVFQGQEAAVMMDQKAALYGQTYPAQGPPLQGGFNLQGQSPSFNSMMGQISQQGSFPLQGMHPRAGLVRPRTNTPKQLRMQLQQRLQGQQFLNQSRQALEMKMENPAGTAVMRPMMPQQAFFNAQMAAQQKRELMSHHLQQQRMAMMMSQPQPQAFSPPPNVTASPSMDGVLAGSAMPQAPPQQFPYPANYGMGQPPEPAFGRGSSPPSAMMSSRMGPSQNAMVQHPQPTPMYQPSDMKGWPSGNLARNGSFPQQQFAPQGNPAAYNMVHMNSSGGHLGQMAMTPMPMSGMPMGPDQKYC
IDE act – human IDE activators in live cells, primary screen, fluorescence polarization, HEK cells, FAbeta-B substrate | Insulin-degrading enzyme (Homo sapiens), P14735 | FAbeta-B cleavage; 0% vehicle, 100% cell-free pure enzyme wells | activation, % at 5.96 µM | hit rate 0.073% among 340,000 | AID 493087, 2011;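 active = activation above the mean of all tested compounds plus 3 SD, set per screening campaign, cut at about 17% in these data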
NALP1 inh – NALP1 inflammasome inhibitors in reconstituted yeast, colorimetric, S. cerevisiae, triplicate retest; S. cerevisiae NALP1/ASC/caspase-1 growth, X-gal OD620, 72 h; inhibition, % at 10 µM; hit rate 0.61% among 280,000; in the data active = inhibition mostly above about 24%, no sharp cut-off; inactive = mostly below about 32%; also: some compounds called inactive have numbers as strong as hits
IDE cell inh – human IDE inhibitors in live cells, primary screen, fluorescence polarization, HEK cells, FAbetaB substrate; inhibition, % at 5.59 µM; Insulin-degrading enzyme (Homo sapiens), P14735; FAbetaB cleavage; hit rate 0.41% among 320,000; AID 434962, 2010;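 active = percent inhibition above the average of all tested compounds plus 3 SD, set per screening campaign, cut at about 16% in these data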;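 also: IDE supplied by intact live HEK cells; FP after avidin binding of uncleaved biotin substrate so inhibition keeps polarization high; 0% = DMSO wells and 100% = 60 µM reference IDE inhibitor Ii1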
PfM18AAP inh – PfM18AAP inhibitors, malaria aminopeptidase, primary screen, biochemical, QFRET, recombinant enzyme; M18 aspartyl aminopeptidase (Plasmodium falciparum 3D7); H-Glu-NHMec fluorogenic cleavage; inhibition, % at 7.35 µM; hit rate 1.2% among 290,000;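 active = inhibition above the campaign mean inhibition over all tested compounds plus 3 SD, cut at about 28% in these data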;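 also: 0% = plate median of test compound wells and 100% = 2 mM ZnCl2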
Starred values were filed as active, the others as inactive; nt = no result given; + = active, no number; & = joins results of further samples. Hits appear at their usual frequency; any-hit rate near 5.3%.

Values in the order: IMP-1 inhibitor, PHOSPHO1 inh, VIM-2 inh, pCIP destab, PfM18AAP inh, IDE cell inh, GPR7 antag, IDE act, NALP1 inh
Nc1nc(-c2ccco2)cs1
→ -2.2, 93.2*, 0.6, -4.6, 7.5, -0.3, -6.7, 5.7, -18.8
COC(=O)NC1(C(F)(F)F)C(=O)NC(C)=C1C(=O)OC (centres undefined)
→ -1.4, -31.2, -0.8, 2.3, 10.2, 1.1, 8.6, 3.9, 5.4
O=C(NC(=S)Nc1ccc(Cl)cc1)c1ccccc1
→ -1.7, 7.7, -3.1, -3.6, -0.9, -1.0, 1.1, 1.5, 17.1
COc1ccc(C2C(C#N)=C(C)NC3=C2C(=O)CC(C)(C)C3)cc1 (centres undefined)
→ -2.3, -4.4, -0.3, -2.9, 12.0, 2.2, -7.4, -1.9, 13.8
Oc1ccc(Br)cc1-c1cc(-c2ccco2)[nH]n1
→ -2.9, -6.0, -3.1, 8.5, 0.9, -0.6, -5.6, 2.9, 7.7
O=S1(=O)NC(c2ccccc2)CC(CC2CCCCC2)O1 (centres undefined)
→ -4.5, 4.0, -1.6, -2.1, 5.5, -1.3, -10.6, -0.6, 24.7
CC1CC(NC(=O)CCn2c(=O)oc3ccccc32)CC(C)(C)C1 (centres undefined)
→ -3.3, 13.1, -2.6, -10.0, 8.5, -0.4, 3.0, 1.1, nt
CCOC(=O)C(=CNc1cccnc1Oc1ccc(C)c2c1CCC2)C(=O)OCC
→ -3.0, 16.0, 0.1, -2.9, -1.0, -1.1, -24.7, 1.3, -10.2
COC(=O)c1nn(-c2nc(-c3ccc(OC)c(OC)c3)cc(C(F)(F)F)n2)cc1[N+](=O)[O-]
→ -3.6, -12.4, -2.2, -10.3, -2.4, 2.0, -4.7, 6.8, -0.6
COc1ccc(-c2nn(C)c(=O)c3ccccc23)cc1CNC(=O)c1ccco1
→ -0.3, -15.8, 8.9*, 0.3, -2.5, 2.3, -3.8, 0.8, 6.3
CCOC(=O)c1cc(=O)n(Cc2ccccc2C)c2ccccc12
→ -4.8, -11.5, -0.9, -1.4, 3.5, -1.4, 12.9, -1.3, 3.6
C=CCn1c(SCC(=O)c2[nH]c(C)c(C(=O)OCC)c2C)nc2scc(-c3ccc(OC)cc3)c2c1=O
→ -0.6, 9.5, -1.6, 3.4, -8.1, nt, 6.0, 0.1, 10.6
Cc1ccc(C2SCC(=O)N2Cc2cn3ccsc3n2)o1 (centres undefined)
→ -3.6, 17.3, -1.0, -0.8, 6.9, 2.6, 4.7, -3.8, 2.9
CC1CCCCC1NC(=O)CSc1nnc(COc2ccc(Cl)cc2)o1 (centres undefined)
→ -1.2, 31.9, -5.3, 3.9, 4.1, -0.1, 13.8, -2.5, 9.7
Cc1ccc(S(=O)(=O)NCCN2CCOCC2)cc1C
→ -4.3, -18.5, -1.7, -1.5, 4.3, 5.2, -8.9, -3.9, 9.1
COC(=O)CCC/C=C1/SCC(NC(=O)c2ccccc2)C1=O (centres undefined)
→ -4.8, 64.4*, -6.9, -2.1, -14.1, 2.4, 1.3, -4.1, 2.2
COc1ccc(Nc2cc(C)c3ccc(O)cc3n2)cc1
→ 0.0, 27.4, 6.5, 1.8, -6.3, -1.9, 17.3, -4.8, +
COc1ccc(OC)c(S(=O)(=O)N2CCC(C(=O)NCc3cccnc3)CC2)c1
→ -1.4, 34.6, -3.0, 1.3, -4.8, -0.8, 8.0, 0.7, 11.6
Cc1c(CC(=O)O)c(=O)oc2c(C)c(OCc3c(F)cccc3Cl)ccc12
→ -1.0, 14.0, -3.3, 3.6, -1.6, nt, -0.2, 6.2, -3.0
CCCCOc1ccc(C(=O)OCC(=O)N2CCOCC2)cc1
→ -1.1, 28.0, -1.9, -4.2, -0.5, -0.1, 0.9, 5.1, 12.7
Cn1cc([N+](=O)[O-])c(C(=O)Nc2nccs2)n1
→ -0.6, 36.3, -2.6, -12.7, 4.2, 2.6, 9.0, 7.5, 4.7
COC(=O)c1ccccc1NC(=O)c1ccc2c(c1)CC(C)O2 (centres undefined)
→ -3.3, 29.1, 1.2, -1.4, 1.6, nt, -11.6, -0.4, -1.2
CCC(CC)COC(=O)C1=C(C)NC(=O)NC1c1cccc([N+](=O)[O-])c1 (centres undefined)
→ -1.8, 34.8, -1.5, -12.4, -4.1, -4.0, -16.4, -10.9, -76.4
COC(=O)C1=C(C)C(c2cccs2)NC(=O)N1C (centres undefined)
→ -1.1, 18.2, 1.3, 2.5, -5.9, 5.0, -11.3, 1.9, -55.4
COC(=O)N/N=C/c1cn(Cc2ccc(F)cc2)c2ccccc12
→ -3.5, 15.9, -1.5, -17.6, 3.3, 0.9, -3.4, 4.6, 28.2
Cc1ccc(C)c(OCC(=O)O/N=C(\N)c2cccc([N+](=O)[O-])c2)c1
→ -3.9, 32.2, -1.4, -7.4, 7.4, -9.7, 3.1, 2.2, nt
Cc1c(N2C(=O)c3ccc(Br)cc3C2=O)c(=O)n(-c2ccccc2)n1C
→ -0.9, 34.3, -2.3, -4.6, -4.6, 4.7, 4.2, 1.3, -1.8
O=C(c1ccc(Cl)cc1)c1ccc(Oc2cc(NN3CCCCC3)c([N+](=O)[O-])cc2[N+](=O)[O-])cc1
→ 1.2, -21.1, -0.6, -11.4, 5.5, 3.0, -12.5, 6.2, 11.4
COC(=O)CC(NC(=O)c1ccc(C)cc1)c1ccccc1 (centres undefined)
→ -3.0, 13.8, -6.2, 9.6, -2.2, 4.0, 0.8, -1.0, 33.5
CN(C)c1nc(Oc2ccc(=O)[nH]n2)nc(N2CCCCC2)n1
→ -4.1, -45.7, -1.7, 14.1, 3.3, 2.6, -11.9, 1.0, 2.0
Cc1ccc(S(=O)(=O)N(Cc2cc3ccccc3[nH]c2=O)CC2CCCO2)cc1 (centres undefined)
→ 1.9, 40.5, -2.3, -3.6, -2.8, -1.4, -6.1, 4.3, -3.7
O=C(NCc1ccccc1)c1ccc2c(c1)OCCO2
→ -2.6, -2.9, -0.2, -5.6, 2.4, 3.5, 7.8, 5.9, 4.1
NS(=O)(=O)c1cccc(NC(=O)COC(=O)CCSc2ccccc2)c1
→ -3.9, -9.3, -3.4, -12.2, 0.9, 0.2, -11.4, 6.8, 34.4
CC(C(=O)Nc1ccccc1C(=O)N1CCOCC1)N(c1ccc(Cl)cc1)S(C)(=O)=O (centres undefined)
→ -2.5, 20.0, -1.9, 0.0, -11.4, 11.5, 4.8, 8.5, -1.1
Cc1ccc(CNC(=O)Nc2ccc(OC(F)(F)F)cc2)n1C
→ -2.0, 11.4, -1.4, -5.2, 23.0, 6.2, -0.6, 1.1, -2.1
CCN(C(=O)CN1CCN(S(=O)(=O)c2ccccc2C(F)(F)F)CC1)c1c(N)n(Cc2ccccc2)c(=O)[nH]c1=O
→ -3.0, -11.7, -2.6, -8.3, 0.2, 1.2, -8.5, 4.5, 31.6
COc1ccc(Cc2nc3ccc(C(=O)NCCc4ccncc4)cc3o2)cc1OC
→ 0.0, 31.5, -0.4, 5.1, -2.7, -0.6, -3.9, -2.3, 28.0
CCC1(c2ccccc2)NC(=S)N(c2cccc(C)c2C)N1 (centres undefined)
→ -3.1, -4.0, -3.1, 0.0, 14.9, 4.4, -1.6, 4.2, 19.2
COCCCNC(=O)c1ccc(NS(C)(=O)=O)cc1
→ -3.9, -40.9, -6.2, 19.5, 2.7, -0.8, -15.6, -0.4, -4.4
COc1ccc(OC)c(NC(=O)Cn2nc(C)c3ccccc3c2=O)c1
→ -3.5, nt, -2.3, -8.4, 1.2, 3.9, -12.3, 2.3, -0.5

Exported tab-delimited: part of the list above.
smiles	IMP-1 inhibitor	PHOSPHO1 inh	VIM-2 inh	pCIP destab	PfM18AAP inh	IDE cell inh	GPR7 antag	IDE act	NALP1 inh
Cn1cc([N+](=O)[O-])c(C(=O)Nc2nccs2)n1	-0.6	36.3	-2.6	-12.7	4.2	2.6	9.0	7.5	4.7
COC(=O)c1ccccc1NC(=O)c1ccc2c(c1)CC(C)O2 (centres undefined)	-3.3	29.1	1.2	-1.4	1.6	nt	-11.6	-0.4	-1.2

Next structures.
Values in the order: IMP-1 inhibitor, PHOSPHO1 inh, VIM-2 inh, pCIP destab, PfM18AAP inh, IDE cell inh, GPR7 antag, IDE act, NALP1 inh
Cc1oc2ccc(O)c(CN3CCOCC3)c2c1C(C)O (centres undefined)
→ -8.2, -9.2, -6.1, -13.9, 4.3, 4.3, -17.1, 3.6, 2.9
O=C(Nc1ccccc1C(=O)NC(Cc1ccccc1)C(=O)NC1CCCCCC1)c1ccccc1 (centres undefined)
→ 1.0, 48.5, 3.4, -10.3, -11.7, -9.5, -1.3, 0.8, -13.7
COc1cc2c(cc1OC)CN(C(=O)Cc1c(F)cccc1Cl)CC2
→ -1.7, 35.0, 1.1, -9.4, -8.6, -4.7, 5.7, 2.5, 4.7
Cc1ccc(S(=O)(=O)NC2=C(N3CCN(c4ccccc4F)CC3)C(=O)c3ccccc3C2=O)cc1
→ 1.8, -18.1, -2.6, -17.8, -10.7, 1.2, -0.1, 4.9&7.2, -1.5
CCOC(=O)N1CCN(C(=O)c2ccc(S(=O)(=O)NCc3ccco3)cc2)CC1
→ 1.3, 3.5, -1.4, -1.7, 1.0, 3.7, -1.2, -3.1, -2.0
Cc1ccc(NC(=O)c2cncc(Br)c2)c([N+](=O)[O-])c1
→ -5.2, 1.0, -0.5, -0.8, 6.5, 13.0, -0.2, 6.6, 20.7
COc1ccc(Cl)cc1NC(=O)C(C)N1CCN(c2ccccn2)CC1 (centres undefined)
→ -1.6, 15.0, -3.2, 4.5, -6.3, 1.0, -3.1, -0.3, 5.9
CC(C)[C@H](NC(=O)c1ccc(Cl)c([N+](=O)[O-])c1)C(=O)O
→ -5.2, -0.5, -2.4, -5.3, -6.6, -4.3, -16.8, 6.5, -2.1
Cc1ccc2nc3c(c(C(=O)OCC(=O)NC4CCS(=O)(=O)C4)c2c1)CCCC3 (centres undefined)
→ -2.2, 28.5, 1.6, -12.8, -5.2, 1.7, 2.0, 2.9, -7.1
